DAX1 inh-1 = DAX1 (NR0B1) inhibitors, primary screen, cell-based, HEK293, Gal4-DAX1, luciferase luminescence. HEK293 Gal4-DAX1 luciferase reporter. hit rate 0.99% among 340,000. Nuclear receptor subfamily 0 group B member 1 (Homo sapiens), P51843. inhibition, % at 6.75 µM. AID 504766, 2011;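 active means inhibition above the mean over all tested compounds plus 3 SD, cut at about 4.2% in these data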;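 further: 0% = DAX1-transfected cells with DMSO and 100% = empty-vector control cells with DMSO; inhibition shows as a rise in luminescence from relieved DAX1 repression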
Target sequence (P51843 207-470 limits assumed): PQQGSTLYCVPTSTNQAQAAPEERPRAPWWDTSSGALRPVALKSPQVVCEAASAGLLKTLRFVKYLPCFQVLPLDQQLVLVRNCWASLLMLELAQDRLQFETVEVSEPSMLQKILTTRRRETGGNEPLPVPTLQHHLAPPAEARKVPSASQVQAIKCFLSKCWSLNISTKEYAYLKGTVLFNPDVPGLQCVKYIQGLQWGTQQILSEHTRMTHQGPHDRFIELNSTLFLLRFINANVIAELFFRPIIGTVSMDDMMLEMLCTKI
ADAM17 inh = ADAM17 inhibitors, primary screen, biochemical, QFRET | Disintegrin and metalloproteinase domain-containing protein 17 (Homo sapiens), P78536 | recombinant ADAM17, EDANS/DABCYL FRET peptide cleavage | inhibition, % at 6.95 µM | hit rate 0.83% among 370,000;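 active means inhibition above the mean of compounds lying between control limits plus 3 SD, set per campaign, cut at about 8.5% in these data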;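 further: 0% = DMSO-only wells as the low control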
hgDAF-12 ag = H. glycines DAF-12 receptor agonists, primary screen, cell-based, luminescence, HEK293, GAL4 fusion, UAS-luciferase; HEK293 GAL4-hgDAF12 UAS-luciferase reporter, agonist luminescence; normalized to butyrate control; hit rate 1.8% among 370,000; Nuclear hormone receptor DAF-12 (Heterodera glycines), GAL4 fusion; activation, % at 6.8 µM; AID 687014, 2013;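 active means activation above a cutoff set at the mean of all screened compounds plus 3 SD, cut at about 10% in these data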;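 further: 0% = DMSO wells and 100% = sodium butyrate wells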
ssDAF-12 act = S. stercoralis DAF-12 nuclear receptor activators, primary screen, cell-based, luminescence, HEK293, GRIP1 co-expression, lit1-tk-luc | Nuclear hormone receptor DAF-12 (Strongyloides stercoralis) | HEK293 ssDAF-12/GRIP1 lit1-tk-luc reporter; % of 3 µM dafachronic acid response | activation, % at 6.8 µM | hit rate 1% among 370,000;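 active means activation above the mean over all tested compounds plus 3 SD, cut at about 0.9% in these data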;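 further: 0% = DMSO-only wells and 100% = 3 µM delta7-dafachronic acid wells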
ADAM10 inh = human ADAM10 inhibitors, primary screen, biochemical, QFRET, HTS. hit rate 0.62% among 370,000. inhibition, % at 7 µM. Disintegrin and metalloproteinase domain-containing protein 10 (Homo sapiens), O14672. recombinant ADAM10, EDANS/DABCYL FRET peptide cleavage, 3 h;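 active means inhibition above a per-campaign cutoff equal to the mean of compounds falling between control-based bounds plus 3 SD, cut at about 20% in these data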;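 further: 0% = DMSO wells while the 100% control is not disclosed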
Target sequence (O14672 214-748 limits assumed): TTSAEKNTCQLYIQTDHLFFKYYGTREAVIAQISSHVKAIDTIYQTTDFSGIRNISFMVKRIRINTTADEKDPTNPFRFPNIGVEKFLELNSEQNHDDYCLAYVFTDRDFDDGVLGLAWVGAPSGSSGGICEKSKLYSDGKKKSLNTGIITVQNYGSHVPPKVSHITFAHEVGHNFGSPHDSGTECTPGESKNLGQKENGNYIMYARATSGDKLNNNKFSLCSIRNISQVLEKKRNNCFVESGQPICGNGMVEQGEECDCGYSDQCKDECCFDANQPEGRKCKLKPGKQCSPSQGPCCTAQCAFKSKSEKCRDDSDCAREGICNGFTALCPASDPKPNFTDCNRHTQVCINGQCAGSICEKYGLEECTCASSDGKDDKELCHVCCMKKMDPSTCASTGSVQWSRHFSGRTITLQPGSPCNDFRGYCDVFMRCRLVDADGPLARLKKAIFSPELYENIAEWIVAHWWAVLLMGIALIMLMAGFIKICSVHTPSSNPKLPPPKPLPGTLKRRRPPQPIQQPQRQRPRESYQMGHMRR
hcDAF-12 act = H. contortus DAF-12 nuclear receptor activators, primary screen, cell-based, luminescence, HEK293, lit1-tk-luc reporter. activation, % at 6.8 µM. HEK293 hcDAF-12 lit1-tk-luc reporter; 0% DMSO, 100% Δ7-dafachronic acid. AID 652067, 2013. hit rate 1.4% among 370,000;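 active means activation above the mean of all tested compounds plus 3 SD, cut at about 5.5% in these data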;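 further: 100% = response to 3 µM Δ7-dafachronic acid high control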
PLC-gamma1 inh = PLC-gamma1 enzyme inhibitors, primary screen, biochemical, fluorescence, purified enzyme; 1-phosphatidylinositol 4,5-bisphosphate phosphodiesterase gamma-1 (Homo sapiens), P19174; inhibition, % at 12.2 µM; fluorogenic substrate; hit rate 0.84% among 370,000; in the data active means inhibition above about 9.5%
GAA850 FXN act = FXN promoter activators, primary screen, cell-based, luciferase luminescence, HEK293 lucGAA850. activation, % at 6 µM. HEK293 lucGAA850 FXN promoter luciferase reporter, 24 h; percent of 10 µM SAHA response. hit rate 0.56% among 360,000;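 active means activation above the average of all compounds screened plus 3 SD, cutoff fixed separately per campaign, cut at about 7.5% in these data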;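 further: 0% = DMSO wells and 100% = 10 µM SAHA wells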
PLC-beta3 inh = human PLC-beta3 inhibitors, primary screen, biochemical, fluorescence; 1-phosphatidylinositol 4,5-bisphosphate phosphodiesterase beta-3 (Homo sapiens), Q01970; Purified PLC-beta3, fluorogenic substrate; inhibition, % at 12.2 µM; hit rate 0.18% among 370,000; in the data active means inhibition above about 11%;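 further: 0% = median of compound wells on plate and 100% = full blocker control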
sPLA2-III inh = human group III sPLA2 inhibitors, primary screen, biochemical, QFRET, BODIPY PC-A2 liposome substrate; Group 3 secretory phospholipase A2 (Homo sapiens), Q9NZ20; inhibition, % at 12.2 µM; hit rate 0.56% among 370,000; QFRET BODIPY PC-A2 liposome hydrolysis, fluorescence;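 active means inhibition above mean plus 3 SD of compounds lying within the high and low control bounds, cut at about 19% in these data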;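 further: 0% = median of test compound wells and 100% = no enzyme DMSO wells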
DAX1 inh-2 = DAX1 (NR0B1) inhibitors on StAR promoter, primary screen, cell-based, luminescence, SF-1 (NR5A1), full-length DAX-1; HEK293T StAR-luciferase reporter, SF-1/DAX-1 repression relief; inhibition, % at 6.8 µM; hit rate 1.1% among 370,000; AID 652010, 2013;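 active means inhibition above the mean over all tested compounds plus 3 SD, cut at about 3.6% in these data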;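 further: 0% = DAX-1 cells with DMSO and 100% = cells lacking DAX-1 with DMSO; higher inhibition means more luminescence from relief of DAX-1 repression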
Starred values were filed as active, the others as inactive; i = inactive; nt = not tested or not shown. Rows are unselected, and some 6.9% of all compounds hit somewhere here.

SMILES | DAX1 inh-1 | ADAM17 inh | hgDAF-12 ag | ssDAF-12 act | ADAM10 inh | hcDAF-12 act | PLC-gamma1 inh | GAA850 FXN act | PLC-beta3 inh | sPLA2-III inh | DAX1 inh-2
CC(=NO)C1CCC2C3CCC4=CC(=NO)CCC4(C)C3C(=O)CC12C (centres undefined) | 0.3 | 1 | 2.7 | -1.4 | 7 | -1.5 | 0 | -0.1 | 2 | -10 | 1.0
NS(=O)(=O)c1ccc(CCNC(=O)COC(=O)C2CCCN2C(=O)c2cccs2)cc1 (centres undefined) | 0.3 | -9 | 0.7 | -1.1 | -1 | -1.5 | -1 | -0.3 | 1 | -4 | 0.3
Cc1cc(NC(=O)CSc2c3c(nc4ccccc24)CCC3)no1 | 0.5 | -1 | -0.2 | 0.1 | -7 | 4.5 | -1 | -2.6 | 2 | -2 | -0.4
Cc1sc2ncnc(OCC(=O)Nc3ccc4c(c3)OCCO4)c2c1C | -0.5 | 3 | -0.6 | -1.4 | 7 | 0.1 | -2 | 0.8 | -2 | 4 | -0.4
NC(=O)c1nc(-c2cccs2)nc2c1[nH]c(=O)n2-c1ccc(F)cc1 | 0.5 | -10 | -0.4 | -1.1 | -50 | -2.6 | -15 | 0.2 | -16 | 5 | 0.2
CC(C)(C)OC(=O)CC[C@@H](C(=O)NCCCCCCCCCCC(=O)N1CCN(C(=O)OC(C)(C)C)CC1)n1cc(CCCCCNC(=O)OC(C)(C)C)nn1 | -0.1 | -3 | 0.6 | -1.5 | -1 | 1.7 | 3 | 0.3 | 0 | 1 | 0.2
c1ccc2c(c1)OCC(c1nnc3sc(-c4ccc5c(c4)OCO5)nn13)O2 (centres undefined) | -1.1 | -12 | -0.5 | -1.2 | -57 | 1.4 | -8 | -0.7 | -11 | 6 | -0.8
CCOc1ccc(NC(=O)c2ccc(Br)o2)c([N+](=O)[O-])c1 | 0.3 | -4 | 1.4 | -1.0 | -2 | -0.1 | 2 | 3.2 | 2 | -2 | -0.2
Cc1ncc([N+](=O)[O-])n1CC(=O)N/N=C/c1ccc(F)cc1 | 1.8 | -2 | 0.1 | -1.0 | 2 | 1.1 | -2 | -0.4 | -2 | -2 | -0.5
COc1ccc2c(C(C)c3ccc(N)cc3)cn(C)c2c1 (centres undefined) | nt | 2 | 0.3 | -0.4 | 4 | -0.3 | 3 | nt | -4 | 10 | 0.0
c1ccc(Nc2nnc(SCc3cccc4ccccc34)s2)cc1 | 1.9 | 5 | 2.1 | -0.6 | 15 | -2.4 | 1 | 4.1 | -1 | -17 | 0.2
C[C@H]1[C@@H](OC(=O)Nc2cccc(Cl)c2)CC[C@@]23CCCN2C(=O)CCC[C@@H]13 | nt | -3 | -3.7 | -1.7 | 1 | -1.3 | 0 | nt | 0 | -6 | nt
COc1ccc(-c2cc(C(F)F)n3ncc(C(=O)N4CCN5CCCC5C4)c3n2)cc1 (centres undefined) | -0.3 | -159 | -1.4 | -1.2 | i | -2.1 | i | -4.4 | i | -6 | 1.4
Cc1cccc(C)c1NC(=S)Nc1ccc(Cl)c(Cl)c1 | 0.2 | 1 | -1.1 | -1.5 | 7 | 0.7 | 1 | 0.3 | 0 | 11 | 0.6
Cc1cccn2c(=O)c3cc(C(=O)NCc4ccco4)c(=N)n(CCc4ccccc4)c3nc12 | -1.5 | -482 | 2.1 | -1.7 | i | -1.0 | -380 | -1.1 | i | -3 | -0.6
Cc1cc(C)c(NC(=O)CN2C(=O)NC(Cc3ccccc3)C2=O)c(C)c1 (centres undefined) | 1.0 | -8 | -0.1 | -1.2 | -4 | -0.7 | 2 | 0.7 | -9 | 4 | 0.3
COc1ccccc1-n1c(CNC(=O)c2cccc([N+](=O)[O-])c2C)n[nH]c1=S | 0.5 | 0 | 4.0 | -0.8 | -9 | -0.5 | -2 | 3.2 | 2 | 1 | 0.1
Cc1ccc(S(=O)(=O)N2CCSC2)cc1C | -0.7 | -2 | 1.6 | -1.6 | -6 | -1.2 | 2 | 3.3 | 2 | 5 | 0.1
Clc1ccc(-c2nc(-c3cnccn3)no2)cc1 | nt | 3 | 10 | -0.1 | 3 | 3.8 | 7 | 4.7 | -5 | 1 | 1.5
O=P(O)(OCc1ccccc1)OCc1ccccc1 | 1.2 | -2 | -0.4 | -1.2 | -12 | -1.5 | 1 | -0.8 | -3 | 11 | 0.1
CC1CCCN(C(=O)CCc2ccccc2)C1 (centres undefined) | 1.1 | -2 | 0.6 | -0.8 | 1 | -1.9 | 1 | 2.3 | -1 | 15 | -0.3
COC(=O)[C@]12C[C@H](CC(=O)N3CCOCC3)C(=O)N(Cc3ccccc3)C1=C[C@H](COCc1ccccc1)O[C@@H]2C | nt | 1 | -3.0 | -1.8 | 4 | -1.8 | 2 | nt | 6 | 1 | 0.5
CCN(CC)C(=O)c1nc(-c2cccc3ccccc23)no1 | 0.0 | 0 | 5.2 | 0.5 | 5 | 0.7 | -1 | 4.1 | -7 | -7 | 1.9
O=C(N[C@H]1CC[C@H](CC(=O)N2CCCCC2)O[C@@H]1CO)c1cccc(F)c1 | nt | 1 | 0.7 | -1.2 | -7 | -1.4 | 2 | nt | 4 | 6 | 0.0
CCCCc1cc(=O)oc2cc(OCC(=O)N3CCC(C(N)=O)CC3)ccc12 | 0.4 | -51 | 1.8 | -1.1 | -219 | -0.8 | -9 | 2.4 | -10 | -1 | -0.3

Brought forward from above: 2 compounds, then new ones.
SMILES | DAX1 inh-1 | ADAM17 inh | hgDAF-12 ag | ssDAF-12 act | ADAM10 inh | hcDAF-12 act | PLC-gamma1 inh | GAA850 FXN act | PLC-beta3 inh | sPLA2-III inh | DAX1 inh-2
O=C(N[C@H]1CC[C@H](CC(=O)N2CCCCC2)O[C@@H]1CO)c1cccc(F)c1 | nt | 1 | 0.7 | -1.2 | -7 | -1.4 | 2 | nt | 4 | 6 | 0.0
CCCCc1cc(=O)oc2cc(OCC(=O)N3CCC(C(N)=O)CC3)ccc12 | 0.4 | -51 | 1.8 | -1.1 | -219 | -0.8 | -9 | 2.4 | -10 | -1 | -0.3
CC1(c2nnnn2-c2ccc3ccccc3c2)CSCC(=O)N1C1CC1 (centres undefined) | nt | -2 | 3.3 | -0.7 | -1 | -1.8 | -1 | nt | 1 | -1 | -0.3
O=C(CCN1C(=O)C2CCCCC2C1=O)Nc1ccc(OC(F)F)cc1 (centres undefined) | 1.0 | -3 | 2.8 | -0.8 | -9 | -0.3 | 0 | 0.0 | -2 | 3 | 1.8
CC(C)(C)C(=O)NC(=S)Nc1ccccc1F | 2.6 | 1 | -0.1 | -0.7 | -3 | 0.2 | 3 | 2.3 | 3 | 3 | 0.4
Brc1ccc2oc(-c3ccn[nH]3)cc2c1 | nt | 0 | 5.9 | 0.3 | 4 | 3.6 | 1 | 7.8* | -5 | -7 | 1.5
Cc1cccc(-n2c(C)cc(/C=N\NC(=O)c3cccs3)c2C)c1 | -3.1 | -1 | -0.1 | -1.9 | -6 | -3.1 | -57 | -7.6 | -46 | -6 | -1.6
CNc1cncc(-c2ccc(OC)c(OC)c2)n1 | nt | -225 | 11* | 3.4* | i | -0.6 | -192 | -0.6 | -235 | 4 | 0.9
CC(=O)CSc1nc(-c2ccccc2)c(-c2ccccc2)o1 | -0.9 | -9 | 0.9 | -1.4 | -22 | -2.4 | -38 | 1.5 | -48 | -65 | -0.5
CCOc1ccccc1NC(=O)COC(=O)/C=C/c1ccc(OC)c(OC)c1 | -1.2 | -8 | -4.0 | -1.8 | -26 | -0.2 | -9 | 3.5 | -16 | -8 | -0.1
Cc1c(C)c2ccc(OCC(=O)NC3CCN(Cc4ccccc4)CC3)c(C)c2oc1=O | -0.7 | -46 | -0.6 | -1.1 | -155 | -0.6 | -16 | 1.3 | -28 | -3 | 1.7
COc1cc(C2CC(=O)c3cnc(N)nc3C2)cc(OC)c1OC (centres undefined) | -1.1 | -2 | -0.6 | -1.6 | -11 | -1.4 | 1 | -0.3 | 0 | 1 | -0.1
Cc1cccc(NC(=S)N(CCc2ccncc2)C(C)C)c1C | 3.5 | -3 | -1.9 | -1.4 | 0 | -1.3 | 2 | 1.6 | -5 | 4 | 0.2
Cc1ccc(S(=O)(=O)N2Cc3ccccc3CC2C(=O)Nc2cc(C)on2)cc1 (centres undefined) | -0.9 | -4 | 2.9 | -1.0 | 7 | -1.4 | 0 | -0.6 | -3 | -14 | 0.0
COCCNC(=S)N/N=C(\C)c1cccc(C(F)(F)F)c1 | 0.2 | 3 | -1.5 | -1.7 | 0 | -0.5 | 1 | 1.5 | 2 | 8 | 0.1
N#CC(c1ccccc1)C1CCN(Cc2ccccc2)CC1 (centres undefined) | 0.3 | 2 | -0.9 | -1.3 | 0 | -1.9 | 7 | -1.8 | 3 | 0 | 0.4
COc1ccc(CCN(C)C(=O)COc2ccc(N(C)S(=O)(=O)c3ccc(C)cc3)cc2)cc1OC | -1.2 | 0 | -1.6 | -1.5 | -5 | -2.2 | -2 | 1.3 | -6 | -8 | -1.1
COc1ccccc1C1C2=C(N=c3s/c(=C/c4cccc(OCC(=O)O)c4)c(=O)n31)c1ccccc1CC2 (centres undefined) | -0.8 | -4 | 0.0 | -1.1 | -7 | 1.1 | -42 | 3.6 | -64 | -16 | 0.4
Cc1ccc(C(=O)NCC(=O)N(C)Cc2ccc(Cl)cc2Cl)s1 | -0.9 | 0 | -0.8 | -0.8 | 1 | -0.6 | -1 | 0.5 | -5 | -3 | -2.5
Cc1ccccc1S(=O)(=O)NC(=O)C1(C)CCN1C(=O)Cc1ccc(Cl)cc1Cl (centres undefined) | nt | -4 | -1.3 | -1.6 | -14 | -1.0 | 1 | -0.8 | -4 | -21 | -0.9
CCn1c(=O)c(=O)[nH]c2cc(C(=O)NC3CCCC3)ccc21 | -0.9 | -10 | 0.1 | -1.1 | -28 | -1.4 | -14 | -0.3 | -23 | -2 | 0.3
O=C(c1ccccc1)C1OC1C(=O)c1ccccc1 (centres undefined) | -4.8 | 0 | 6.8 | -0.4 | -5 | 1.0 | 0 | -12 | 3 | 0 | -5.7
